# PostGolgi ctrl – growth inhibition of yeast control strain, primary screen, counter-screen for post-Golgi transport modulator project. efflux-deficient yeast background strain, growth absorbance A615, 16 h. inhibition, % at 10 µM. actives 5% (n = 98,000)
# CYP2C19 inhib – blockers of cytochrome P450 2C19 activity – biochemical, luminescence, ADME assay, primary screen. CYP2C19 Supersomes, luciferin-H EGE luminescence, 30 min. inhibition, % at 5 µM. actives 21% (n = 96,000). AID 778, 2007;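 active = CYP2C19 inhibition above a set limit at 5 µM in the primary screen, cut at about 50% in these data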;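 also: plate controls were negative control wells for no effect and 2.5 mM tranylcypromine positive control for full effect; values of inactives mirror those of a sister screen read the other way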
# S1P2 antag – human S1P2 receptor antagonists, primary screen, cell-based. inhibition, % at 5 µM. actives 0.21% (n = 97,000). cell-based S1P2 antagonist assay, inhibition at 5 uM. Sphingosine 1-phosphate receptor 2 (Homo sapiens), O95136; in the data active = inhibition above about 45%;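 also: CRE beta-lactamase reporter cells expressing human S1P2 stimulated with S1P; 0% = agonist at EC80 alone and 100% = agonist plus reference antagonist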
# Target sequence (O95136 whole entry, looked up): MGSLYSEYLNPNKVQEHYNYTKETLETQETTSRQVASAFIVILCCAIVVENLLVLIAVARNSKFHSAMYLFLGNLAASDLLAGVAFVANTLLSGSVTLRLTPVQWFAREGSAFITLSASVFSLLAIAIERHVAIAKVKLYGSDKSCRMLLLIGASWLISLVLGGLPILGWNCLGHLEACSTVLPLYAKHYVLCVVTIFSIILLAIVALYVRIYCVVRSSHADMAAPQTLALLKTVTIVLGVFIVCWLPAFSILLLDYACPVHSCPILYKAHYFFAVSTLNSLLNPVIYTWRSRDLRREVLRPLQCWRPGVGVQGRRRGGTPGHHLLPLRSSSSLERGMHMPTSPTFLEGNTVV
# PostGolgi yeast – phenotypic screen on post-Golgi transport, primary screen; actives 0.9% (n = 98,000); AID 739, 2007; inhibition, % at 10 µM; post-Golgi transport phenotypic cell assay;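 also: yeast cells grown in 1536-well plates; yeast grown about 18 h at 30C before absorbance read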
# sEH inhibitor – soluble epoxide hydrolase inhibitors, primary screen, biochemical, human sEH; Bifunctional epoxide hydrolase 2 (Homo sapiens), P34913; recombinant human sEH enzymatic activity assay; inhibition, % at 2 µM; actives 0.34% (n = 91,000); AID 707, 2007; in the data active = inhibition above about 80%; also: values of inactives mirror those of a sister screen read the other way; many of its hits are not listed in these tables
# CYP2C19 act – human CYP2C19 activators, primary screen, biochemical, luminescence; activation factor at 5 µM; Cytochrome P450 2C19 (Homo sapiens), P33261; 96,000 tested, under 10 active; recombinant CYP2C19, luciferin-H EGE luminescence; hits give high values; 0 = fully inhibited enzyme, 1 = untreated enzyme;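 active = activation factor of at least 2 at 5 µM in the primary screen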;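 also: 0 = wells with 2.5 mM tranylcypromine and 1 = vehicle-only wells; values of inactives mirror those of a sister screen read the other way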
# DAT uptake mod – changed hDAT dopamine uptake under cocaine IC80, either direction, primary screen, cocaine antagonist project, cell-based, LLC-PK1 hDAT, [14C]-dopamine uptake, MLSMR; AID 449768, 2010; B-score at 10 µM; Sodium-dependent dopamine transporter (Homo sapiens), Q01959; actives 1.3% (n = 110,000); LLC-PK1 hDAT cells, [14C]-dopamine uptake with cocaine IC80; actives deviate in either direction;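 active = Z score or B-score, a plate-position-corrected score, falls beyond the plate's 99.7% confidence bounds, in either direction; inactive = both scores lie inside the 99.7% bounds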;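 also: scored against the spread of the other compound wells on the same plate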
# Target sequence (Q01959 whole entry, looked up): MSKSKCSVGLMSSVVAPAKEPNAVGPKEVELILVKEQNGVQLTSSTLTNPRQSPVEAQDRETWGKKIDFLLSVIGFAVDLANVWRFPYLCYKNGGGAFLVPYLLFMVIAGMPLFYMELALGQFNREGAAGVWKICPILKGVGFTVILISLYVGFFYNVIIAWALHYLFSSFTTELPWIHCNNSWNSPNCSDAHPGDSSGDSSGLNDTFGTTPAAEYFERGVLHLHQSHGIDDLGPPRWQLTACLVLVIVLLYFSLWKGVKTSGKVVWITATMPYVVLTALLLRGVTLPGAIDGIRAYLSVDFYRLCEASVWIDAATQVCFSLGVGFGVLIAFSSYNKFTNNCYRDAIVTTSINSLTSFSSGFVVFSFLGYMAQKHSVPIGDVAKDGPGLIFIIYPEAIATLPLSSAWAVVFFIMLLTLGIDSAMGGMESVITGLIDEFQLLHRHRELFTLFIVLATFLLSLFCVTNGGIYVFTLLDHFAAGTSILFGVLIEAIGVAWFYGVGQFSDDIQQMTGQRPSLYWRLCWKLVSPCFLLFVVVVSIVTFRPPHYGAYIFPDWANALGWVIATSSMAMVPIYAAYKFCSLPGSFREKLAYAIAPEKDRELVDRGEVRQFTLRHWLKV
# sEH activator – soluble epoxide hydrolase activators, primary screen, biochemical, human sEH | purified human sEH enzymatic activity, activator screen | activation, % at 2 µM | actives 0.04% (n = 91,000) | AID 717, 2007; in the data active = activation above about 37%; also: values of inactives mirror those of a sister screen read the other way
# S1P2 ag – S1P2 receptor agonists, primary screen, cell-based; Sphingosine 1-phosphate receptor 2 (Homo sapiens), O95136; S1P2-expressing cell line, agonist reporter read-out; activation, % at 4.5 µM; actives 0.46% (n = 97,000); in the data active = activation above about 16%;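 also: 0% = vehicle low control and 100% = maximal reference agonist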
# * = called active by the depositor; . = no result given. Rule as the data show it, unless noted: active = inhibition above about 30%; inactive = the rest. Compounds were not picked by outcome; any-hit rate near 24%.
SMILES,PostGolgi ctrl,CYP2C19 inhib,S1P2 antag,PostGolgi yeast,sEH inhibitor,CYP2C19 act,DAT uptake mod,sEH activator,S1P2 ag
COc1ccccc1NC(=S)NCCc1ccccc1,8,82*,8,-2,-5,0.2,0.008,4,-4
Cc1ccccc1NC(=O)COc1nsnc1N1CCOCC1,5,60*,-3,-3,-26,0.4,0.67,26,-3
C/C(N)=C(/C#N)C(=O)CSc1nnc(Nc2cccc(C)c2)s1,.,.,11,.,-5,.,0.029,7,-6
O=C(NCCN1CCOCC1)c1ccc2c(c1)N(Cc1ccccc1F)C(=O)CS2,4,11,-23,-4,27,0.9,.,-26,-5
O=C(NC1CC2CCCC(C1)N2S(=O)(=O)c1ccccc1)c1ccco1 (centres undefined),-2,36,-9,2,-2,0.6,0.49,2,6
CCOC(=O)N1CCC(NC(=O)CCC(=O)N2CC(C)Oc3ccccc32)CC1 (centres undefined),3,6,22,-2,.,0.9,.,.,-9
CCOc1ccccc1N1C(=O)c2ccc(C(=O)Nc3cccnc3)cc2C1=O,-4,57*,8,-8,18,0.4,-0.039,-18,-2
Cc1nc2c(C(=O)NCc3ccc4c(c3)OCO4)cnn2c(C)c1Cc1ccc(F)cc1Cl,42*,59*,5,-2,-16,0.4,-0.76,17,1
O=C(COC(=O)c1c2ccccc2cc2ccccc12)Nc1ncc(C(F)(F)F)cc1Cl,6,7,4,-2,-10,0.9,-0.24,9,-3
Cc1cccc2sc(NC(=O)CSc3nc4ccccc4o3)nc12,9,-1,-12,5,-4,1,-0.0052,6,-6
Cc1ccc(S(=O)(=O)N2CCN(C(=O)CSC3CCCC3)CC2)c(C)c1,9,76*,-3,3,-9,0.2,-0.26,11,1
Cc1ccc(-c2c(C#N)c(N)nc3c2CCCCCC3)o1,2,18,.,3,.,0.8,-0.38,.,.
COc1cccc(NC(=O)CSc2ccc3nnc(-c4ccncc4)n3n2)c1,10,12,-21,-6,-5,0.9,-0.79,4,-5
Cc1ccc(S(=O)(=O)N2CCC(C(=O)N[C@@H](C)C(=O)NCCc3ccccc3)CC2)cc1,-2,10,.,-9,.,0.9,.,.,.
O=S(=O)(Cc1ccccc1)N1CCN(C/C=C/c2ccccc2)CC1,12,33,5,3,0,0.7,-0.038,2,-3
Cc1nn(-c2ccccc2)c2sc(C(=O)NC3CCCCC3)cc12,5,23,-19,-8,-9,0.8,-0.38,8,5
Cc1onc(-c2ccccc2)c1C(=O)Nc1ccc(OC(C)C)cc1,9,.,21,2,-6,.,1.2,5,-4
O=c1[nH]c2cc(Cl)cc(Cl)c2[nH]c1=O,10,6,1,-2,3,0.9,0.56,-3,-2
CCOC(=O)C1CCCN(c2c(NCC3CCCO3)c(=O)c2=O)C1 (centres undefined),14,-6,3,0,7,1.1,-0.015,-8,-3
COC(=O)Cc1c(C)nc2nc(-c3ccccc3)[nH]n2c1=O,1,-10,-5,5,4,1.1,0.69,2,-7
CCOc1ccccc1NC(=O)CN(C)S(=O)(=O)c1cccc2nsnc12,12,.,-3,1,-10,.,0.38,10,-5
CCOc1ccc(OCCCCN2CCCC2)cc1,6,0,10,-6,0,1,-0.12,0,-1
COc1ccc(-c2nc(SC)n(C(=O)c3ccco3)n2)cc1,3,1,-15,-4,-10,1,-0.46,10,-4
COc1cc(C(=O)N/N=C/c2ccsc2C)cc(OC)c1OC,3,4,-7,2,12,1,-0.11,-9,2
Cc1ccc(Cl)cc1NC(=O)CC1NCCNC1=O (centres undefined),.,.,3,.,9,.,-0.048,-6,-8

# (more compounds)
SMILES,PostGolgi ctrl,CYP2C19 inhib,S1P2 antag,PostGolgi yeast,sEH inhibitor,CYP2C19 act,DAT uptake mod,sEH activator,S1P2 ag
COc1ccc(NC(=O)Cn2c(=O)sc3ccccc32)c(OC)c1,-4,90*,16,3,-6,0.1,1.1,8,-3
Cc1cc(C)c(C#N)c(Oc2ccc(O)cc2)n1,5,26,.,6,.,0.7,-0.79,.,.
COc1ccc(-c2ccc(C(=S)N3CCN(C(C)=O)CC3)o2)cc1,0,24,7,4,-11,0.8,-0.24,11,-11
O=C1NC(=S)N/C1=C/c1cc([N+](=O)[O-])ccc1O,1,4,4,4,-11,1,-2.1*,7,-1
CCC(Sc1nc(C)cc(C)n1)C(=O)Nc1ccc(Cl)cn1 (centres undefined),.,.,-33,.,3,.,-0.49,2,-3
COc1ccc(-c2ccc(-c3noc(-c4cccs4)n3)c(OC)n2)cc1,-11,13,-5,21,-12,0.9,-0.25,10,-5
Cc1ccc(C)c(SCC(=O)Nc2nnc(-c3ccccc3)o2)c1,-10,5,3,-2,18,0.9,-0.00087,-18,-3
CCCNC(=O)NC(=O)CSc1ncc(C(F)(F)F)cc1Cl,5,70*,15,2,7,0.3,-1.7,-7,-5
Cc1[nH]n2c(=O)cc(C(C)C)nc2c1-c1ccccc1,10,3,20,3,.,1,.,.,-3
NC(=O)c1cnn2c1NC(c1ccc(F)cc1)CC2C(F)(F)F (centres undefined),7,62*,.,6,.,0.4,-0.58,.,.
CC(NC(=O)c1ccccc1)C(c1cccs1)N1CCOCC1 (centres undefined),0,57*,18,-6,.,0.4,0.28,.,-7
O=C(N/N=C/c1ccc(F)cc1)c1ccc(Br)cc1,5,6,-7,-4,6,0.9,-1.6,-6,-5
CN(C)CCOc1nc(-c2ccccc2)nc2c1oc1ccccc12,1,-5,8,7,-17,1.1,0.79,14,-2
CCCOc1ccc(/C(O)=C2/C(=O)C(=O)N(CCN(C)C)C2c2ccco2)cc1 (centres undefined),-9,3,11,1,18,1,-0.54,-16,-7
Cc1nnc(N(Cc2ccco2)C(=O)c2ccc(C#N)cc2)s1,.,.,-1,.,7,.,-1.3,-4,-5
C=C(Br)Cn1c(CCCC)nc2ccccc21,0,64*,18,6,8,0.4,0.53,-5,-6
COC(=O)CSc1nnc(CNc2ccc(OC)cc2)n1C,1,58*,2,2,-8,0.4,1.2,10,-5
Cc1nn(-c2cccc(C(F)(F)F)c2)c(Cl)c1/C=N/n1cnnc1,4,90*,4,6,.,0.1,0.96,.,-6
Cc1onc(-c2ccccc2Cl)c1C(=O)NCc1ccc(S(N)(=O)=O)cc1,-4,12,12,-7,1,0.9,0.36,-3,-2
Cc1cc(=O)[nH]c(SCC(=O)N2CCN(C(c3ccccc3)c3ccccc3)CC2)n1,7,18,12,2,9,0.8,0.0031,-9,0
CCC(=O)N1CN(S(=O)(=O)c2ccc(C)cc2)CC1C (centres undefined),2,53*,7,-1,.,0.5,-1.4,.,-7
COCCNC(=O)CSc1nc(-c2ccccc2)cs1,4,22,-6,12,10,0.8,-0.53,-6,-7
COc1ccc(OC(C)C(=O)NCc2cccnc2)cc1 (centres undefined),-3,37,-9,9,-10,0.6,1.3,10,-7
C/C(Cn1cnc([N+](=O)[O-])n1)=N\NC(=O)c1cccc(F)c1,.,.,-6,.,-1,.,0.28,1,-1
O=C(CCCOc1ccccc1)N1CCCCC1,13,56*,-1,-10,2,0.4,-0.042,-8,-6

# Some of these compounds in order of number of heavy atoms, descending.
SMILES,PostGolgi ctrl,CYP2C19 inhib,S1P2 antag,PostGolgi yeast,sEH inhibitor,CYP2C19 act,DAT uptake mod,sEH activator,S1P2 ag
Cc1ccc(S(=O)(=O)N2CCC(C(=O)N[C@@H](C)C(=O)NCCc3ccccc3)CC2)cc1,-2,10,.,-9,.,0.9,.,.,.
COc1ccc(-c2ccc(C(=S)N3CCN(C(C)=O)CC3)o2)cc1,0,24,7,4,-11,0.8,-0.24,11,-11
Cc1nnc(N(Cc2ccco2)C(=O)c2ccc(C#N)cc2)s1,.,.,-1,.,7,.,-1.3,-4,-5

# Further entries
SMILES,PostGolgi ctrl,CYP2C19 inhib,S1P2 antag,PostGolgi yeast,sEH inhibitor,CYP2C19 act,DAT uptake mod,sEH activator,S1P2 ag
O=C(Nc1nnc(-c2ccccc2Cl)o1)c1ccc(S(=O)(=O)N2CCCCCC2)cc1,8,16,3,8,35,0.8,0.018,-33,-10
COc1ccc(S(=O)(=O)N2CCN(CCO)CC2)cc1-c1nnc2c3ccccc3c(C)nn12,17,5,.,3,.,1,0.15,.,.
Cc1cc(=O)oc(C)c1C(=O)Nc1cccc2nonc12,3,-13,16,5,-5,1.1,-0.89,8,-7
Cc1cc(C)c(C)c(OCC(=O)NCC2CCCO2)c1 (centres undefined),4,63*,12,5,12,0.4,0.15,-12,-7
O=C1c2ccccc2C(=O)N1CCCCN(C(=O)c1ccc([N+](=O)[O-])cc1)c1ccc(Cl)cc1,23,40,-20,-1,5,0.6,1.2,-5,-5
O=C(/C=C/Nc1ccccc1)c1cnc(-c2ccccc2)s1,0,0,19,6,7,1,-1.2,-7,-8
COC(=O)c1sccc1NC(=O)CN(C)NS(=O)(=O)c1ccc(F)cc1,17,17,-53,-13,3,0.8,0.78,-2,-3
C=CCn1c(=S)[nH]c2ccccc2c1=O,0,.,0,10,1,.,0.28,2,-3
Cc1ccccc1C(=O)N=c1c(C#N)cc2c(=O)n3cccc(C)c3nc2n1Cc1ccco1,16,9,-7,2,-13,0.9,.,10,2
CCCC(C(=O)NCc1ccc(OC)cc1)N(Cc1ccco1)C(=O)c1snc(C(N)=O)c1N (centres undefined),19,60*,-1,-8,21,0.4,1.8,-23,-2
Cc1nn(-c2ccccc2)c(C)c1C(=O)Nc1nnc(-c2ccco2)o1,-4,-2,-10,2,12,1,1.2,-14,-3
COc1ccc(Oc2nc3ccccc3n(C)c2=O)cc1,1,12,-12,7,-7,0.9,1.2,5,-2
Nc1nnc(-c2ccccc2)s1,5,11,-12,6,-8,0.9,.,9,3
CCc1ccc(OCc2nnc(SCC(=O)N3CCN(c4ccccc4)CC3)o2)cc1,.,.,-2,.,-2,.,-0.61,4,-3
COCCn1c(SCCCC(=O)c2ccc(Br)cc2)nnc1-c1ccncc1,36*,94*,14,-10,10,0.1,.,-12,-8
NC(=O)C1CCN(S(=O)(=O)c2cccc(C(=O)O)c2)CC1,-7,-2,-4,-2,-16,1,0.76,14,-3
COc1ccc(NC(=O)C(C)Sc2ccccc2)cc1 (centres undefined),5,51*,-19,-12,6,0.5,-0.76,-8,-4
COc1ccc(S(=O)(=O)n2nc(OC(=O)c3c(-c4ccccc4Cl)noc3C)cc2N)cc1,11,38,11,-1,-10,0.6,-1,12,-5
CN1C(=O)CC(N2CCN(c3ccccn3)CC2)C1=O (centres undefined),10,18,17,1,-8,0.8,-1.4,10,-1
Cc1ccc(-c2cc(C(=O)Nc3nn[nH]n3)c3ccccc3n2)c(C)c1,-1,-11,7,-4,15,1.1,.,-12,-6
Cc1ccnc(NC2c3ccccc3C(=O)N2Cc2ccccc2Cl)c1 (centres undefined),18,5,.,0,.,0.9,-0.81,.,.
COc1cc(OC)cc(C(=O)NCC(=O)N2CCC(C)CC2)c1,0,.,5,5,-7,.,1.2,5,-3

# Quoted at random: five records from the list
SMILES,PostGolgi ctrl,CYP2C19 inhib,S1P2 antag,PostGolgi yeast,sEH inhibitor,CYP2C19 act,DAT uptake mod,sEH activator,S1P2 ag
O=C(NC1CC2CCCC(C1)N2S(=O)(=O)c1ccccc1)c1ccco1 (centres undefined),-2,36,-9,2,-2,0.6,0.49,2,6
C/C(Cn1cnc([N+](=O)[O-])n1)=N\NC(=O)c1cccc(F)c1,.,.,-6,.,-1,.,0.28,1,-1
CCOC(=O)N1CCC(NC(=O)CCC(=O)N2CC(C)Oc3ccccc32)CC1 (centres undefined),3,6,22,-2,.,0.9,.,.,-9
NC(=O)c1cnn2c1NC(c1ccc(F)cc1)CC2C(F)(F)F (centres undefined),7,62*,.,6,.,0.4,-0.58,.,.
COc1ccc(Oc2nc3ccccc3n(C)c2=O)cc1,1,12,-12,7,-7,0.9,1.2,5,-2

# Source: PubChem BioAssay
